p53ts 39C kill = p53ts cell cytotoxicity, nonpermissive temperature; Potency, µM (series often up to 46.1 µM), for inactives: at the top dose activity change, negative = cell killing, hits mostly cytotoxic; H1299-p53A138V viability at 39C, ATP luminescence, 24 h; 130,000 compounds, 1.5% hits; AID 902; further: nearly all actives have a fitted effect of over 55% in size
p53ts 32C tox = cytotoxicity in p53ts cells at permissive temperature. Potency, µM (highest dose often 46.1 µM), for the others: at the highest dose activity change, negative = cytotoxicity, usual class: cytotoxic. AID 924. 130,000 compounds, 0.93% hits. H1299-p53A138V at 32C, ATP luminescence viability, 24 h;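 further: 0% = DMSO and -100% = full killing by reference compound; nearly all actives have a fitted effect of over 55% in size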
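ATP-content luminescence (ATPlite) read-out after 24 h compound exposure at 32C in H1299-p53A138V cells (600/well). Tested up to 46 uM. Normalized to DMSO (0%) and 100 uM tamoxifen (100% killing); Hill-fit AC50.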
IkB signaling = inhibitors of IkB signaling in ABC-DLBCL cells. AID 445. ABC-DLBCL IkBa-CBG/CBR dual luciferase ratio, 4 h; response scale: scaled: untreated 0%, proteasome inhibitor 100%. Potency, µM (titrated, usually from 57.1 µM), for the others: at the top dose IkBa stabilization activation. 110,000 compounds, 0.04% hits; active means well fitted curve in the direction sought with a large enough effect in the signal ratio, not every such curve was filed as active; inconclusive means small, poorly fitted or top-dose-only effect, or a change in a side signal; the % refers to the signal ratio;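 further: the direction sought is a rising ratio; 0% = basal untreated cells and 100% = reference inhibitor full response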
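Curves were fitted separately to fusion (green), unfused (red) and ratio luminescence, then classed by r2, magnitude and activity. Cells: OCI-Ly3, 4 h compound plus doxycycline at 37C; 10 uM MG-132 defined full response.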
Imprint erasure = genomic imprint erasure induction. Potency, µM (series often up to 60.7 µM), inactives show at the highest dose activity change, positive = activation, hits mostly activators. 110,000 compounds, 0.02% hits. mouse ES Peg3-LacZ reporter, beta-gal luminescence, 40 h. AID 1948;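 further: 0% = negative control wells on the plate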
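Gelatin-coated wells received 300 freshly trypsinized female ES cells with a Peg3LacZ-Neo reporter on the maternal allele, then incubated 40 hours at 37C. BetaGlo was added for 5 minutes at room temperature before a single luminescence read.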
Active calls of the source: *; ? = inconclusive; . = not tested or not shown; [ ] = dose if it differs, or a comment. Unless noted, the call rests on the fitted dose curve; in most records, active means well fitted curve in the direction sought with a large enough effect; inconclusive means small, poorly fitted or top-dose-only effect, or another doubt; inactive means no such curve, though single readings can be large; an effect the other way counts as inactive or inconclusive. Unless noted, on the % scale 0 is the no-effect control and ±100 the full control effect; potency means the concentration at half of the fitted maximal effect.

Value order: p53ts 39C kill	p53ts 32C tox	IkB signaling	Imprint erasure
1) COc1cccc(C2=NO[C@@H]3C(=O)N(c4ccc5c(c4)OCCO5)C(=O)[C@H]23)c1OC
  11%	3%	-1.8%	14%
2) CS(=O)(=O)Nc1cccc(C(=O)CC2(O)C(=O)Nc3ccccc32)c1 (centres undefined)
  3%	-8%	4.1%	.
3) Cc1ccc(Cn2ncc3c(NCCCN4CCOCC4)ncnc32)cc1
  -13%	-18%	-5.2%	17%
4) COc1cc(-c2cc(OC)c3c(C)oc(C)c3c(=O)c2)ccc1OC(=O)c1ccccc1F
  -9%	3%	?	5%[10.9 µM]
5) CCNC(=O)N1c2ccc(OC)cc2C(C)=CC1(C)C
  -5%	13%	0.8%	-19%
6) O=C(NCc1cccnc1)c1cccc(S(=O)(=O)N2CCCCC2)c1
  15%	-6%	0.8%	-6%
7) NC(=O)NC(=O)[C@H]1CCCC[C@@H]1C(=O)O
  11%[9.22 µM]	10%[9.22 µM]	0.2%[11.4 µM]	-3%[10.9 µM]
8) Cc1ccccc1-c1nc(CS(=O)(=O)CC(=O)NCCCN2C(C)CCCC2C)c(C)o1 (centres undefined)
  4%	-9%	2.9%	-15%
9) CCOC(=O)C1CCN(C(=O)Cn2nc(CC)n3c(cc4sccc43)c2=O)CC1
  12%	8%	2.2%	-13%[10.9 µM]
10) Nc1c(NCCN2CCOCC2)c2ccccc2oc1=O
  -3%	7%	?	2%
11) COc1ccc(S(=O)(=O)NCCc2sc(-c3cccnc3)nc2C)c(F)c1
  -19%	-1%	4.5%	-2%[10.9 µM]
12) CCCCn1c(Cc2ccccc2)nnc1SCC(=O)N1CCOCC1
  9%	6%	.	.
13) Cc1ccccc1OCc1nc2ccccc2c(=O)n1NC(=O)c1ccco1
  1%	-13%	.	.
14) CC(C)N(C(=O)CSc1nc2ccccc2n1Cc1ccccc1)C(C)C
  0%	-3%	.	.
15) COc1cccc(C(=O)Nc2cc3c(cc2C(=O)c2ccc(C)cc2)OCCO3)c1
  28%	-5%	-2.8%	-8%[10.9 µM]
16) COCCCn1c(=N)c(C(=O)NCc2cccnc2)cc2c(=O)n3cccc(C)c3nc21
  5%	-6%	1.7%	-13%[10.9 µM]
17) CCCNC(=O)c1cc2n(n1)CCCN(Cc1ccc(F)cc1)C2=O
  1%	-10%	-1.5%	-8%[10.9 µM]
18) CCN1CCCC1CNC(=O)CS(=O)(=O)Cc1nc(-c2ccccc2C)oc1C (centres undefined)
  6%	-4%	5.4%	-19%
19) Cc1ccc(NC(=O)c2oc3ccccc3c2NC(=O)c2cc3ccccc3o2)cc1
  37%[activator]	-18%	?	21%[10.9 µM]
20) Cn1c(=O)oc2cc(S(=O)(=O)NCc3ccco3)ccc21
  1%	2%	3.6%	-1%
21) COc1cc2nc(Nc3cccc(C)c3)nc(N)c2cc1OC
  ?	?	?	-15%[10.9 µM]
22) Cc1cc(C)cc(NC(=O)CCc2nnc3n(CC(C)C)c(=O)c4ccccc4n23)c1
  -8%	10%	-0.4%	25%[10.9 µM]
23) CCOC(=O)C1CCC(CN(Cc2ccc(Cl)cc2)S(=O)(=O)c2cccc(Cl)c2C)CC1 (centres undefined)
  -14%	-5%	0.3%	-16%[10.9 µM]
24) CCOc1ccc(CSC2=NCCN2)cc1Cl
  1%	3%	2.5%	-10%
25) CN(CC(=O)N1CCCCCC1)S(=O)(=O)c1cccc2cccnc12
  10%	5%	-1.2%	-12%
26) CNc1cc(NS(=O)(=O)c2ccc(N)cc2)nc(NC)n1
  17%	10%	3.3%	-6%
27) COc1ccc(NC(=O)c2ccc(-c3ccc(-c4noc(C)n4)cc3C)cc2)cc1OCCN(C)C
  7.9µM*	25µM*	?	-34%[inhibitor]
28) CC(=O)OCC1OC(C#Cc2ccc(C)cc2C)C=CC1OC(C)=O (centres undefined)
  ?	-15%[9.22 µM]	.	.
29) O=C(CSCc1cccc(Br)c1)N1CCOCC1
  -10%	-12%	2.2%	3%
30) O=C(NCc1ccccc1)c1ccc(Cc2nc3ccccc3[nH]2)cc1
  -10%	-5%	.	.
31) CC1CCN(C(=O)CCCOc2cc(=O)n(C)c3ccccc23)CC1
  -13%	9%	8.5%	-14%
32) COC(=O)Cn1ccc2cc(S(=O)(=O)N3CCCCCC3)ccc21
  7%	13%	-0.1%	-10%[10.9 µM]
33) CCc1nc(NCc2ccco2)c2oc3ccccc3c2n1
  -8%	-7%	-0.3%	-27%
34) COc1ccc(O[C@H]2C=C[C@@H](c3ccccc3)O[C@@H]2CO/N=C(\C)CCN2CCCc3nc(C)c(C)cc32)cc1
  11%[9.22 µM]	-6%[9.22 µM]	.	.
35) COCCNc1ccc(-c2nc(-c3cccc(C)c3)no2)cc1[N+](=O)[O-]
  0%	-8%	-0.2%	-7%[10.9 µM]
36) N#Cc1nc(-c2ccco2)oc1N1CCN(C(c2ccccc2)c2ccccc2)CC1
  7%	0%	1.7%	-11%
37) NC(=O)SCC(=O)Nc1cccc(Cl)c1
  -8%	-24%	?	-47%[inhibitor]
38) O=C(Oc1ccccc1C(=O)O)c1ccccc1O
  9%	0%	.	-17%
39) COc1cccc(NC=C2C(=O)OC3(CCCCC3)OC2=O)c1
  -7%	-1%	-1.0%	-5%
40) O=C(Nc1cc(-c2nc3ccccc3o2)ccc1Cl)c1ccc(N2CCCCC2)c([N+](=O)[O-])c1
  5%	-4%	-2.3%	-4%[10.9 µM]

In the list so far, these contain an aryl thioether with sulfur outside any ring.
Value order: p53ts 39C kill	p53ts 32C tox	IkB signaling	Imprint erasure
12) CCCCn1c(Cc2ccccc2)nnc1SCC(=O)N1CCOCC1
  9%	6%	.	.
14) CC(C)N(C(=O)CSc1nc2ccccc2n1Cc1ccccc1)C(C)C
  0%	-3%	.	.

(cont.)
Value order: p53ts 39C kill	p53ts 32C tox	IkB signaling	Imprint erasure
41) Nc1cccc(C(=O)Nc2ccc3nc(-c4cccnc4)[nH]c3c2)c1
  -23%	?	0.3%	7%
42) CCCc1nnc(NC(=O)NCCN2C(=O)C3C4C=CC(C4)C3C2=O)s1 (centres undefined)
  10%	0%	-2.5%	-9%
43) C=CCO[C@@H](Cn1ccnc1)c1ccc(Cl)cc1Cl
  9%[20.6 µM]	0%[20.6 µM]	-0.6%[25.6 µM]	-12%[16.8 µM]
44) NS(=O)(=O)c1cc([C@@]2(O)NC(=O)c3ccccc32)ccc1Cl
  0%[20.6 µM]	1%[20.6 µM]	1.2%[25.6 µM]	19%[16.8 µM]
45) O=C(Nc1cc(C(F)(F)F)ccc1N1CCCC1)c1ccc2c(c1)OCO2
  0%	2%	-0.6%	-9%
46) CCCCOC(=O)c1cc(=O)[nH]c2ccccc12
  3%	7%	-0.9%	-6%
47) O=C(c1csnn1)N1CCC[C@@]2(CCN(Cc3nccs3)C2)C1
  -2%	-5%	-1.5%[11.4 µM]	.
48) FC(F)(F)c1cccc(-c2nnc3ccc(C(F)(F)F)cn23)c1
  -1%	6%	-0.6%	.
49) COCCN1C(=O)c2ccc(C(=O)O)cc2C1=O
  2%	-4%	0.6%	23%
50) CCn1c2c(c(=O)n3ncc(C(=O)Nc4cccc(Cl)c4C)c13)CN(Cc1ccc(OC)cc1)CC2
  5%	-6%	?	-10%[10.9 µM]
51) COc1ccc(CNC(=O)CSc2nc(-c3ccc(OC)cc3)cc(C(F)(F)F)n2)cc1
  -12%	-12%	0.3%	-12%[10.9 µM]
52) O=C(CCN1CCN(c2ccc(F)cc2)CC1)Nc1ccc(F)cc1
  -10%	0%	-0.9%	-17%
53) Cc1cc(C)cc(OCC(=O)Nc2cccc(-c3nc4ncccc4o3)c2)c1
  -17%	9%	?	-33%[inhibitor]
54) COc1ccc(C(=O)n2nc(-c3ccco3)nc2NCc2cccs2)cc1OC
  -23%	-7%	-3.1%	-7%[10.9 µM]
55) CCn1cc(C(=O)NCCCOC)c(=O)c2cc(S(=O)(=O)N(C)C)ccc21
  0%	1%	-3.1%	-16%
56) CC(C)N(Cc1ccccc1)C(=O)Cn1ncc2c3ccccc3n(Cc3ccccc3)c2c1=O
  -20%	-7%	3.0%	?
57) Cc1c(Cl)cccc1NC(=O)CSc1nc2ncccc2o1
  -8%	5%	0.1%	-3%[10.9 µM]
58) CC1Cc2nc(SCC(N)=O)n(C)c(=O)c2S1 (centres undefined)
  -7%	-17%	-3.5%	-13%
59) CCOC(=O)Cc1csc(NC(=O)c2cccs2)n1
  2%	-17%	?	-56%[inhibitor]
60) CCCn1c(SCC(=O)N2CCCc3ccccc32)nnc1-c1ccco1
  10%	-7%	4.0%	.
61) Cc1c(CNC(=O)c2cnn3c2NC(c2ccccc2)CC3C(F)(F)F)cnn1C (centres undefined)
  -7%	11%	0.4%	-13%
62) O=C(NCc1cccnc1)C1CCCN(S(=O)(=O)c2ccc(Cl)cc2)C1 (centres undefined)
  -21%	-5%	1.7%	-13%
63) O=C(Nc1ccon1)c1ccc(Br)o1
  17%	1%	-2.2%	-27%
64) O=C(CCn1nnc2ccccc21)N1CCN(c2ccccc2)CC1
  -2%	-3%	-1.0%	-10%
65) Clc1ccc(CN2CCC(CNc3ncnc4onc(-c5ccc(Cl)cc5)c34)CC2)cc1
  ?	-14%	?	-12%[10.9 µM]
66) CCCCOC(=O)C(C#N)c1nc2ccccc2nc1N1CCN(Cc2ccc3c(c2)OCO3)CC1 (centres undefined)
  13%	11%	-1.5%	-7%
67) COc1cc(CNC(=O)c2cc3n(n2)CCCN(Cc2cccc(F)c2)C3=O)cc(OC)c1OC
  -14%	3%	0.4%	-11%[10.9 µM]
68) O=C(COC(=O)c1ccco1)NCC1CCCO1 (centres undefined)
  -8%	4%	0.2%	-11%
69) COc1ccc(OCC(=O)N2CCN(C(=O)COc3ccc(Br)cc3)CC2)cc1
  -11%	-8%	?	-19%
70) c1csc(Cn2c(-c3cccs3)nc3ccccc32)c1
  -2%	-11%	?	-13%
71) Cc1onc(-c2ccccc2)c1C(=O)NC(C)C1CCCO1 (centres undefined)
  15%	7%	3.7%	0%
72) C=CCN1C(=O)CN=C1Nc1cc(C)cc(C)c1
  -5%	5%	2.1%	-12%
73) COc1cccc(-c2csc3nnc(SCC(=O)c4ccc(NC(C)=O)cc4)n23)c1
  8%	-6%	0.5%	-9%
74) Cc1ccc(OCC(=O)Nc2ccc(Cl)c(-c3nc4ncccc4o3)c2)c(C)c1
  3%	-3%	?	-9%[10.9 µM]
75) COc1ccc(CCNC(=O)c2ccc(Nc3nc4ccccc4n4nnnc34)cc2)cc1OC
  ?	-8%	?	-6%[10.9 µM]
76) Cc1ccc(-n2ccnc(NCc3ccccc3)c2=O)cc1C
  -12%	-5%	?	-2%[10.9 µM]
77) Oc1ccc(NCc2ccccc2OCc2ccc(Cl)cc2)cc1
  ?	?	?	-31%[inhibitor][10.9 µM]
78) Cc1cccc(C(=O)Nc2ccc(-c3nc4ccccc4s3)c(C)c2)c1
  ?	?	-1.3%	-29%[10.9 µM]
79) Fc1ccc(Nc2c3c(nc4nncn24)CCC3)cc1
  -11%	-7%	-0.6%	11%[10.9 µM]
80) Cn1c(=O)cc(SCC(=O)Nc2ccccn2)c2ccccc21
  -3%	?	1.6%	-23%
81) CCc1nnc(NC(=O)c2ccc(S(=O)(=O)N(CC)Cc3ccccc3)cc2)o1
  ?	-16%	14%	-21%
82) CCc1cc2ccc(OC)cc2nc1SCC(=O)Nc1cc(C)on1
  -17%	-17%	-1.6%	-8%
83) CCc1cccc(C)c1NC(=O)C(C)Sc1nc2c(c(=O)[nH]1)CCCC2 (centres undefined)
  12%	7%	0.4%	-6%[10.9 µM]
84) Cc1cccc(CNc2ncncc2-c2ccccc2C)c1
  0%	-4%	0.1%[11.4 µM]	?
85) CC(C)(C)C(=O)/C=c1\[nH]c(=O)/c(=C\c2ccc(C#N)cc2)s1
  -22%	-6%	-1.8%	-21%
86) Cc1ccc2c3c(c(SCC(=O)Nc4nonc4C)nc2c1)CCCC3
  -3%	1%	-0.3%	-3%

Compound activity deposited in PubChem by National Center for Advancing Translational Sciences (NCATS).
